TEAD-YAP block – TEAD-YAP interaction inhibition; HEK-TIYL cells, TEAD-Gal4/YAP UAS-luciferase luminescence; inhibition, % at 9.12 µM; actives 1.4% (n = 640,000); AID 1259422; in the data active = inhibition above about 32%;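 also: 0% = median of test compound wells and 100% = reference inhibitor wells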
GPR151 ag – human GPR151 activation; PathHunter beta-arrestin GPR151 cells, luminescence; AID 1508602; actives 1% (n = 650,000); Q8TDV0; activation, % at 11.2 µM; in the data active = activation above about 4.9%;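 also: 0% = median of compound wells and 100% = cells with positive control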
Target sequence (Q8TDV0 whole entry, looked up): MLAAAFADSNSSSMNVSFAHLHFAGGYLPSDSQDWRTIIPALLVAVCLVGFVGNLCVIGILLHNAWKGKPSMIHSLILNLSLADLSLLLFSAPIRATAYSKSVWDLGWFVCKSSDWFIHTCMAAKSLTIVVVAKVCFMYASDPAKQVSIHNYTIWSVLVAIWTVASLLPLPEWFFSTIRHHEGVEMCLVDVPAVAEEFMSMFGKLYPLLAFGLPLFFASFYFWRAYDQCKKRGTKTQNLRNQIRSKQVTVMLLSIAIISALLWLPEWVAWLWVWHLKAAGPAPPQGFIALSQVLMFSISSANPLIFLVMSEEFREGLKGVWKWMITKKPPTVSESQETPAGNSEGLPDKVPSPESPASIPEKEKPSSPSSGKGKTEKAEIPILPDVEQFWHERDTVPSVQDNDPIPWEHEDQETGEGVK
FBW7 act – activators of human E3 ligase FBW7; AID 1259310; AlphaScreen FBW7–phospho-cyclin E peptide binding, activator screen; normalized activity (activation), % at 26.1 µM; Q969H0; actives 0.13% (n = 650,000); in the data active = normalized activity above about 1.9%;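 also: purified mutant Fbw7 with reduced substrate affinity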
MITF inh – inhibitors of human MITF; O75030; AlphaScreen MITF homodimerization, bead proximity signal; inhibition, % at 2.6 µM; actives 0.91% (n = 650,000); AID 1259374; in the data active = inhibition above about 50%;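 also: 0% = vehicle wells with protein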
Target sequence (O75030 whole entry, looked up): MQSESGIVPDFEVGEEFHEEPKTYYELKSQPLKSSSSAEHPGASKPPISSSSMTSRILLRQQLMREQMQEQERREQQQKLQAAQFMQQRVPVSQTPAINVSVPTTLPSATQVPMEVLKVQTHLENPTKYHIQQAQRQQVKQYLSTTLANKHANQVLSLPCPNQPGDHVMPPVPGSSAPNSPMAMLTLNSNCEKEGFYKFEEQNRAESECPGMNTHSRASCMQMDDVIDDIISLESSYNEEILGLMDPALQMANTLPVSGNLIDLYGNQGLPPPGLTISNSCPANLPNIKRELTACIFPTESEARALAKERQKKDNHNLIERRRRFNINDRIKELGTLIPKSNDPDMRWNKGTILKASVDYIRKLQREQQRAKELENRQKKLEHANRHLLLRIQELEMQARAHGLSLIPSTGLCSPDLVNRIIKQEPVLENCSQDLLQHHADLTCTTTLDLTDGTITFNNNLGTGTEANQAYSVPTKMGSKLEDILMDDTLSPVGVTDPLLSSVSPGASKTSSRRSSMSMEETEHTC
Starred values were filed as active, the others as inactive; . = no result given; & = joins results of further samples.

Results follow in this order: TEAD-YAP block	GPR151 ag	FBW7 act	MITF inh
- COc1ccc(C2Nc3ccc(C(=O)c4ccccc4)cc3NC3=C2C(=O)CC(C)(C)C3)cc1OC (stereo not given)
  8	1.3	-0.1	-2
- CCCCC/C=C\C/C=C\C/C=C\C[C@H]1O[C@H]1CCCC(=O)NCCO
  .	0.3	.	-7
- CCOC(=O)c1ccc(NC(=O)C(Cc2ccccc2)N2C(=O)c3ccccc3C2=O)cc1 (stereo not given)
  11	-1.2	-0.1	21
- NC(=O)C1CCN(C(=O)c2ccc3c(=O)n(-c4ccc(F)cc4)c(SCc4ccc(Cl)cc4)nc3c2)CC1
  3	-0.4	0.1	7
- CCN1CCN(Cc2c(O)ccc3c2O/C(=C\c2ccccc2Cl)C3=O)CC1
  4	-1.3	-0.2	9
- O=C(CCc1nnc(CCCCc2ccccc2)o1)N1CCOCC1
  0	0.2	0.0	-12
- CCOC(=O)C1CCCN(Cc2sccc2C)C1 (stereo not given)
  3	0.3	-0.3	20
- CC(C)(C)CC(C)(C)c1ccc(OCC(=O)NNC(=O)COc2ccccc2)cc1
  -4	-1.4	0.1	-10
- COc1ccc(CN2C3CCC2CC(NC(=O)c2cccc(F)c2)C3)cc1 (stereo not given)
  -2	0.4	0.1	1
- Cn1c(C2CC2)nc2ccc(-c3ccnc(Nc4cccc(C(=O)N5CCCC5)c4)n3)cc2c1=O
  -3	-1.2	0.0	39
- O=C(NCCc1ccccc1Cl)c1ccc(Cn2nnc3ccsc3c2=O)cc1
  11	1.3	0.1	11
- CCOC(=O)CC(=O)Nc1cc(Cl)ccc1O
  10	-1.3	0.8	19
- CN(C)CCN(CCO)C1=NS(=O)(=O)c2ccccc21
  -3	1.2	0.0	3
- COC(=O)c1cc(COc2ccc3c(C)cc(=O)oc3c2)c(C)o1
  -2	1.1	0.0	-4
- O=c1c2ccccc2nc(SCc2cc(=O)n3ccccc3n2)n1CC1CCCO1 (stereo not given)
  -16	-1.1	-0.2	-6
- O=C(Cn1nnc(-c2ccc(C(F)(F)F)cc2)n1)N1CCOCC1
  -2	-0.9	-0.3	-1
- COC(=O)C1=C(C)N=c2s/c(=C/C=C/c3ccccc3)c(=O)n2C1c1ccc(OC(C)=O)cc1 (stereo not given)
  -14	-1.3	0.7	22
- Cc1ccc(-c2nc(-c3ccccc3Cl)no2)cc1
  -59	0.7	-0.1	-7
- CC[n+]1ccccc1/C=C/Nc1ccccc1
  2	-0.5	0.0	5
- CCOC(=O)c1cnc2c(C)cc(C)cc2c1Nc1cc(C)ccc1OC
  5	0.7	-0.1	-9
- CCOc1ccc(/C=C2/SC(NC(C)=O)=NC2=O)cc1OCC
  0	0.8	0.0	5
- COc1ccc(/C=C(/C#N)C(=O)Nc2cccc(Br)c2)c(OC)c1
  6	-0.5	0.1	4
- Cc1[nH]c2ccccc2c1C1(O)C(=O)Nc2ccccc21 (stereo not given)
  1	-1.1	0.1	-1
- O=C(CC(NCc1ccco1)C(=O)O)c1ccc(Cl)cc1 (stereo not given)
  5	1.4	-0.2	2
- COc1ccc(C(CNc2ccc(S(C)(=O)=O)cc2[N+](=O)[O-])N(C)C)cc1 (stereo not given)
  12	0.9	0.0	-4
- O=C(NCc1nc2ccccc2[nH]1)c1cnc(NC2CCN(Cc3ccccc3)CC2)s1
  3	-2.6	0.1	-7
- CN(C)c1cccc(Nc2nc(NCc3ccccc3)c3ncn(C4CCCCC4)c3n2)c1
  -7	0.1	1.6	6
- COc1ccc(CCNc2cc(C)nc(-c3ccc(OC)nc3)n2)cc1
  -9	3.0	0.1	7
- O=C(NNc1ccc([N+](=O)[O-])cc1[N+](=O)[O-])c1ccccc1O
  6	-2.7	0.1	24
- COc1ccc(CCN(C)C2CCCN(C(=O)c3csnn3)C2)cc1OC (stereo not given)
  -22	0.7	0.1	2
- CN(C)CCC(=O)OC1CCCCC1S(=O)(=O)Cc1ccc(Cl)cc1 (stereo not given)
  5	0.8	-0.1	47
- COc1ccc(-c2cc3ccccc3oc2=O)cc1N
  33*	-1.4	0.0	4
- O=C(O)c1ccc(-n2c(/C=C/c3cccc4ccccc34)nc3ccccc3c2=O)cc1
  0	-0.5	0.0	1
- COc1cc(CN2CCNC(=O)C2CC(=O)NC2CCCC2)cc(OC)c1 (stereo not given)
  -4	0.4	0.0	-2
- Cc1c(Cc2ccc(Cl)cc2)c(Cl)n2c(nc3ccccc32)c1C#N
  -1	-1.4	0.0	17
- O=C(Nc1ccc(F)cc1)N(Cc1ccco1)Cc1cc2cc3c(cc2[nH]c1=O)OCO3
  21	-0.3	0.5	9
- CC(=O)c1cccc(-c2[nH]nc3nc(-c4cncc5ccccc45)ccc23)c1
  5	0.2	0.2	5
- CC(=O)COc1cc(C)c2c(c1)oc(=O)c1ccccc12
  -13	-0.7	-1.5	-11
- Nc1nc(NCCOc2ccccc2)cc(-c2csc3ccccc23)n1
  42*	0.7	0.1	0
- CCCOC(=O)C1=C(C)NC2=C(C(=O)CC(C)(C)C2)C1c1cccc(OC)c1OC (stereo not given)
  1&14	-0.1&0.7	0.1&-0.1	-12&7
- COc1ccc(C(C)=O)cc1COc1cccc2cccnc12
  11	-2.3	0.2	11
- COc1ccc(-c2nnc(SC(C(C)=O)c3ccccc3)o2)cc1 (stereo not given)
  -7	2.3	0.0	-11
- c1ccc(CNc2nc(Nc3cnccn3)nc3c2ncn3-c2ccsc2)cc1
  14	-0.8	0.0	-4
- CC(C)CC(=O)Nc1ccc(N2CCCCS2(=O)=O)cc1
  -20	-0.8	0.0	8
- N#Cc1ccccc1NC(=O)CSc1n[nH]c(N)n1
  9	2.1	0.1	6
- N#CC(C#N)=Cc1ccc(NC(=O)c2ccc(Cl)c([N+](=O)[O-])c2)cc1
  8	0.8	0.3	6
- COc1ccc(CNC(=O)C2CCN(CC(C)c3ccccc3)CC2)cc1 (stereo not given)
  -2	2.7	0.6	45
- CCN1C(=O)S/C(=C/c2cc(Br)cc(OC)c2O)C1=O
  3	-0.2	-0.1	8
- CCC(CC)NS(=O)(=O)c1ccc([N+](=O)[O-])cc1
  5	1.4	0.1	17
- COc1ccccc1OCC(=O)Oc1coc(CSc2ncccn2)cc1=O
  -1	-1.5	-0.3	-10
- O=C1c2ccccc2-c2ncnc3ccc(Cl)c1c23
  -1	-1.5	-0.2	-16
- COc1ccccc1N1CCN(C(=O)c2cccc([N+](=O)[O-])c2C)CC1
  1	0.1	0.1	-17
- COc1cc(/C=C2\SC(=Nc3ccc(F)cc3)NC2=O)cc(OC)c1OC
  3	0.2	0.0	2
- CC(=O)c1cccc(NS(=O)(=O)c2ccc3c(c2)CCN3C(=O)CCC(=O)O)c1
  0	0.1	-0.1	23
- CCOc1ccc(/C=N/NC(=O)c2ccccc2OC(C)C)cc1O
  2	3.5	-0.2	-4
- Cc1cc(C)c(NC(=O)CSc2nncc(=O)n2N)c(C)c1
  2	-0.5	0.1	4
- CCOC(=O)C1CCN(C(=O)COc2ccc(C(C)(C)C)cc2)CC1
  60*	-0.3	-0.1	-4
- O=C(CCc1nc(-c2ccccc2F)no1)N1CCN(c2ccccc2)CC1
  -4	0.2	0.7	29
- COC(=O)c1ccc(OCC(=O)NCc2ccc(C)cc2)c(OC)c1
  -11	0.7	0.3	13
- C=CCNC(=O)C12CC3CC(C1)CC(C(=O)NCC=C)(C3)C2
  3	0.8	0.4	-8

Carrying on:
compound | TEAD-YAP block | GPR151 ag | FBW7 act | MITF inh
COc1cc([N+](=O)[O-])ccc1NC(=O)C(=O)c1ccccc1NC(C)=O | 8 | 0.9 | 0.1 | 4
COc1ccc(OC)c(NC(=O)CN(Cc2ccccc2)S(=O)(=O)c2ccc(Br)cc2)c1 | -2 | -0.1 | -0.1 | -26
COC(=O)C1=CN(Cc2ccc(Cl)cc2)C=C(C(=O)OC)C1c1ccc(F)cc1 | 5 | 1.1 | 0.3 | 7
COc1ccc(CNc2ccc(C(=O)N3CC(C)CC(C)C3)cc2S(=O)(=O)Nc2cccc(OC)c2)cc1 (stereo not given) | 3 | 0.6 | 0.1 | -26
O=C1CN(C(=O)c2cc(Cl)ccc2[N+](=O)[O-])C(c2ccc(F)cc2)c2cc(F)ccc2N1 (stereo not given) | 3 | 1.8 | -0.2 | -12
CCC(C)(C)n1nnnc1CN1CCC(NC(=O)c2ccc(Br)cc2)CC1 | 6 | 0.1 | -0.1 | 11
O=C(O)c1ccccc1NCN1C(=O)c2ccccc2C1=O | 1 | 0.5 | 0.0 | -3
COc1ccc(CCS(=O)(=O)Nc2ccc3c(c2)CN(C(C)=O)CC3)cc1 | 6 | -0.2 | -0.1 | 2
CC(C)(C)NC(=O)Cn1cc(C(=O)C2CC2)c2ccccc21 | 18 | 0.7 | 0.0 | 6
Cc1cccc(C)c1NC(=O)CN(C)S(=O)(=O)c1ccc2c(c1)n(C)c(=O)c(=O)n2C | 5 | 1.5 | -0.1 | 10
Cc1ccc(-c2nnc(Nc3ccc(OC(F)(F)F)cc3)c3ccccc23)cc1S(=O)(=O)NCCO | -7 | 1.5 | 0.2 | 14
CCCCNC(=O)/C(C#N)=C/c1cccs1 | -8 | 1.0 | 0.0 | 8
Cc1cc(C(=O)CNCc2ccco2)c(C)n1-c1c(C)n(C)n(-c2ccccc2)c1=O | 17 | 0.5 | -0.1 | 18
CC1(C)CC(NC(=S)Nc2ccc(Cl)cc2)CC(C)(C)N1 | -2&-12 | 0.1&1.1 | -0.3&-0.3 | -16&-4
N#Cc1ccccc1S(=O)(=O)NCC(=O)Nc1ccc2c(c1)OCO2 | 44* | -0.3 | -0.1 | 4
O=S(=O)(c1ccccc1)c1nc(-c2ccc(F)cc2)oc1NC1CC1 | -1 | -0.4 | 0.0 | -9
COC(=O)c1cccc(NC(=O)COc2ccccc2Br)c1 | 43* | 0.0 | 0.0 | 3
COc1ccc([N+](=O)[O-])cc1NC(=O)c1ccccc1Br | 10 | 4.4 | 0.6 | 7
CC(C)(C)n1ncc2c(=O)n(Cc3ccccc3Cl)cnc21 | -18 | 0.1 | -0.4 | 5
O=C(c1ccco1)N1CCc2nc3ccccn3c(=O)c2C1 | -8 | 1.6 | 0.4 | 4
CNC(=O)C(=O)NCc1ccc(C)cc1 | -7 | -1.8 | 0.2 | 8
C=CCNC(=O)CCN1C(=O)COc2ccccc21 | 6 | 0.7 | 0.2 | -3
Cc1nc2nc(CNC(=O)OC(C)(C)C)nn2c(C)c1CCC(=O)NCc1ccccn1 | 2 | 0.3 | -1.1 | 26
CCSc1nnc2c(n1)OC(c1ccc(O)c(Br)c1)Nc1ccc(Br)cc1-2 (stereo not given) | 2 | -0.8 | -0.1 | 3
OC1CCC(Nc2nccc(Nc3ccc4c(c3)OCO4)n2)CC1 (stereo not given) | -18 | 0.2 | 0.0 | 5
CC(C)[C@H]1CN(Cc2ccccc2F)CCN1C(=O)c1ccc2c(c1)n(C)c(=O)n2C | -1 | 0.2 | 0.1 | -15
CCCCC[C@](C)(O)/C=C/[C@H]1C(=O)C[C@H](O)[C@@H]1C/C=C\CCCC(=O)O | . | 3.7 | . | -14
Cc1c(CNCCCN2CCCC2=O)c(C(=O)O)c(C)n1Cc1ccc(F)cc1Cl | 3 | -1.6 | 0.6 | 27
CC(=O)NCCN1C(=S)N(Cc2ccco2)C(=O)C1CC(=O)Nc1ccc(Cl)cc1 (stereo not given) | 11 | 2.7 | 0.6 | 8
COc1ccc(N2C(=O)c3ccc(Oc4ccc(NC(=O)CSc5ccc(Br)cc5)cc4)cc3C2=O)cc1 | 8 | -1.2 | 0.3 | 9

Given with each value named: 4 of the compounds above.
O=C(c1ccco1)N1CCc2nc3ccccn3c(=O)c2C1
  TEAD-YAP block: -8
  GPR151 ag: 1.6
  FBW7 act: 0.4
  MITF inh: 4

CNC(=O)C(=O)NCc1ccc(C)cc1
  TEAD-YAP block: -7
  GPR151 ag: -1.8
  FBW7 act: 0.2
  MITF inh: 8

C=CCNC(=O)CCN1C(=O)COc2ccccc21
  TEAD-YAP block: 6
  GPR151 ag: 0.7
  FBW7 act: 0.2
  MITF inh: -3

Cc1nc2nc(CNC(=O)OC(C)(C)C)nn2c(C)c1CCC(=O)NCc1ccccn1
  TEAD-YAP block: 2
  GPR151 ag: 0.3
  FBW7 act: -1.1
  MITF inh: 26

(more compounds)
compound | TEAD-YAP block | GPR151 ag | FBW7 act | MITF inh
Cn1c(C(=O)NC2CCN(Cc3ccccc3)CC2)cc2c(=O)n(C)c3ccccc3c21 | 0 | 0.1 | 0.6 | 14
O=C(O)c1ccc2c(c1)C(=O)N(C(Cc1ccccc1)C(=O)O)C2=O (stereo not given) | -3 | -0.3 | 0.0 | 1
CCCCCCOc1ccc(COC2C(C(O)CO)OC3OC(C)(C)OC32)cc1 (stereo not given) | 5 | 0.1 | 0.2 | 9
CCC(Sc1ncnc2c1cnn2-c1ccc(F)cc1)C(=O)OC (stereo not given) | 19 | -1.3 | -0.1 | -16
CS(=O)(=O)N1N=C(c2ccc(Br)cc2)CC1c1cccs1 (stereo not given) | -54 | -2.0 | -0.1 | -4

Looked up by compound from the entries so far (four):
compound | TEAD-YAP block | GPR151 ag | FBW7 act | MITF inh
CCCCCCOc1ccc(COC2C(C(O)CO)OC3OC(C)(C)OC32)cc1 (stereo not given) | 5 | 0.1 | 0.2 | 9
CS(=O)(=O)N1N=C(c2ccc(Br)cc2)CC1c1cccs1 (stereo not given) | -54 | -2.0 | -0.1 | -4
O=C(O)c1ccc2c(c1)C(=O)N(C(Cc1ccccc1)C(=O)O)C2=O (stereo not given) | -3 | -0.3 | 0.0 | 1
CCC(Sc1ncnc2c1cnn2-c1ccc(F)cc1)C(=O)OC (stereo not given) | 19 | -1.3 | -0.1 | -16

Source: PubChem (The Scripps Research Institute Molecular Screening Center)
